Screening results as filed in PubChem.
PglD DTNB = PglD (C. jejuni) enzyme inhibition; purified PglD enzyme, DTNB colorimetric CoA detection; inhibition, % at 12.5 µM; 360,000 compounds, 0.098% hits; AID 602405; in the data active = inhibition above about 16%, passing the limit was not always enough; also: strong numbers were not always called active
PGC1a acetyl inh = PGC1a acetylation modulation, inhibitor mode | U2OS PGC1a acetylation, AlphaScreen anti-acetyl-lysine; with virally co-expressed GCN5 acetyltransferase | inhibition, % at 15.6 µM | 350,000 compounds, 0.17% hits | AID 651687;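 active = every replicate shows inhibition of at least 40%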;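 also: 0% = neutral control wells and 100% = positive control wells; some results beyond the cut were filed as inactive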
C2C12 statin = suppressors of simvastatin-induced myotoxicity in C2C12 myotubes. ATP luminescence, 48 h; scaled: DMSO 0, geranylgeraniol control 100. rescue of ATP level, % at 7.49 µM. 330,000 compounds, 0.78% hits. AID 602340;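 active = mean ATP rescue above about 67%, or every replicate alone reaching that limit, limit read from the data, passing the limit was not always enough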;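 also: myotubes were challenged with 10 µM simvastatin during compound exposure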
PAX8 inh HTS = PAX8 transcriptional activity inhibition | RMG-I TPO-luciferase reporter, SteadyGlo, 24 h | 360,000 compounds, 1.2% hits | inhibition, % at 12.6 µM;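 active = mean replicate inhibition at least 60% with every replicate also reaching 60%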;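 also: luciferase light reporting Pax8 driven TPO promoter activity; plate controls were median of neutral control wells for no effect and mitoxantrone controls for full effect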
Cneo AK release = Cryptococcus neoformans lysis via adenylate kinase release | C. neoformans lysis, adenylate kinase release luminescence, 4 h; normalised: neutral wells 0, clomiphene wells 100 | lysis activity, % at 15 µM | 360,000 compounds, 0.2% hits | AID 651654;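 active = mean lysis activity across replicates of at least 80%, whatever share of replicates individually reach that level; inactive = mean lysis activity below 80%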
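Material – log-phase Cryptococcus neoformans yeast cells · Input – 5 × 10^6 yeast cells/mL · Medium – fresh YPD growth medium · Doses – single compound concentration per well · Timing – static 4 h at 37 °C with compound, 1 h detection · Detection – adenylate kinase release luminescence · Read-out – signal increase indicating cell lysis · Control set – Clomiphene as positive lysis control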
LGR2 antag = inhibitors of bursicon-induced Drosophila LGR2 receptor cAMP signaling | inhibition, % at 9.99 µM | 380,000 compounds, 0.35% hits | HEK293 LGR2, CRE-luciferase, bursicon-stimulated, 4 h | AID 720647;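 active = drop in luminescence signal, shown as inhibition above about 50% in the replicate tests, limit read from the data, passing the limit was not always enough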;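 also: agonist challenge used bursicon conditioned medium at about half maximal strength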
INS-1E GSIS act = GLuc luminescence reporter in INS-1E cells, primary screen for activators of glucose-dependent secretion of insulin. INS-1E GLuc reporter insulin secretion, 2-3 h. activation, % at 16.6 µM. 370,000 compounds, 0.61% hits;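 active = lowest replicate activation of at least 40%, so every replicate reaches that level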;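 also: 0% = median of neutral control wells and 100% = median of IBMX positive control wells; some compounds called inactive have numbers as strong as hits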
ARNT TACC3 PPI = disruptors of human ARNT/TACC3 interaction; 390,000 compounds, 0.66% hits; AlphaScreen His-ARNT PAS-B/GST-TACC3 binding, luminescence; TACC3 fragment carries E629A point mutation; Q9Y6A5; inhibition, % at 9.99 µM;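 active = mean inhibition of replicates at least 50% and at least half of replicates each reaching 50%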;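 also: 0% = complete ARNT plus TACC3 wells and 100% = ARNT alone without TACC3; many hits fall short of the cut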
The depositor's hits bear a star; . = no result given.

SMILES | PglD DTNB | PGC1a acetyl inh | C2C12 statin | PAX8 inh HTS | Cneo AK release | LGR2 antag | INS-1E GSIS act | ARNT TACC3 PPI
OC[C@H]1[C@@H](c2ccc(C#CC3(O)CCCC3)cc2)[C@@H]2CN(Cc3cccnc3)CCCCN12 | 1 | 6 | . | 0 | -1 | 5 | 3 | -2
Cc1cccc(-n2ncc3c2CCCC3NC(=O)CC(F)(F)F)c1C (stereo not drawn) | -3 | . | 6 | 2 | 0 | 5 | 13 | -15
COc1ccc(-c2coc3cc(O)c(OC)cc3c2=O)cc1 | -3 | -5 | 5 | -147 | 0 | -33 | 0 | -4
CCc1nc(C)cc2c1sc1ccccc12 | 5 | 1 | . | -22 | -3 | -32 | 15 | .
Cc1ccc(NC(=O)CN2CCOCC2)cc1Cl | 1 | 0 | -2 | -17 | 0 | -4 | . | -3
CCN(CC)CCNC(=O)CS(=O)Cc1nc(-c2ccc(Cl)cc2)oc1C (stereo not drawn) | -8 | 3 | 0 | 17 | -1 | . | . | -2
O=C(NCCN1CCOCC1)c1ccc(F)cc1 | -3 | 5 | 16 | . | -2 | -1 | -11 | -6
O=C(CCN1C(=O)CSc2ccccc21)Nc1cccc(C(F)(F)F)c1 | 1 | 1 | 3 | -5 | 5 | 4 | -48 | 19
COc1ccc(C(=O)Nc2ccc(C)cn2)c(OC)c1 | -6 | -3 | -1 | . | 2 | . | . | 0
C/C(=C\C(=O)c1ccc(C)cc1)Nc1cccc(O)c1 | -4 | -6 | 15 | . | 2 | . | . | -1
COc1ccc(S(=O)(=O)N2CC(=O)Nc3ccccc32)cc1 | -4 | -17 | 8 | 10 | 1 | 0 | -2 | -6
COc1cccc(N=Nc2c(=O)[nH]n3c(C)cc(C)nc23)c1 | . | . | . | -1 | . | 3 | -16 | 5
COc1ccc(N(C(C)C(=O)N/N=C/c2cc(Br)c(C)o2)S(C)(=O)=O)cc1 (stereo not drawn) | . | . | . | 20 | . | 31 | -8 | 4
Cc1[nH]n(-c2cccc(Cl)c2)c(=O)c1-c1ccc(Cl)cc1 | 7 | -5 | -113 | . | -2 | . | . | -7
C[C@H]1CN([C@@H](C)CO)C(=O)CCCn2cc(nn2)CO[C@@H]1CN(C)S(=O)(=O)c1ccccc1 | 8 | -1 | -6 | -5 | 1 | 17 | 26 | 0
Cc1ccnc(NS(=O)(=O)c2ccc(N3C(=O)C4CCCCC4C3=O)cc2)n1 (stereo not drawn) | 1 | . | -8 | -9 | 3 | 3 | -4 | -4
COc1ccccc1NC(=O)N(C)C[C@H]1OCc2cn(nn2)CCCC(=O)N([C@@H](C)CO)C[C@H]1C | . | -2 | -5 | 0 | . | -2 | -2 | .
COc1ccc(C2C(Oc3ccccc3)C(=O)N2c2ccc(C)c(C)c2)cc1OC (stereo not drawn) | -3 | 0 | 56 | . | -1 | . | . | 2
O=P(/C(=N/O)Sc1ccccc1)(N1CCOCC1)N1CCOCC1 | -3 | . | 1 | 8 | -8 | . | . | -10
Cn1cc(-c2cccc(C(F)(F)F)c2)cc(C#N)c1=O | 5 | -1 | 4 | 8 | -1 | 1 | 7 | -11
CC(C)NC(=O)c1cc(-c2cccs2)nc2ccccc12 | -3 | -8 | -1 | -10 | 1 | -7 | 3 | -7
Cc1noc(C)c1S(=O)(=O)Nc1ccc2c(c1)C(=O)N([C@@H](C)CO)C[C@@H](C)[C@@H](CN(C)C)OCCCC[C@H](C)O2 | 1 | -6 | . | -17 | 2 | -25 | 6 | -2
O=C(NC1CCCCC1)C(c1ccccc1)N(Cc1cccnc1)C(=O)c1csnn1 (stereo not drawn) | -2 | 6 | -9 | 1 | 8 | 13 | -3 | -8
COc1ccc(NC(=O)Nc2cccc3c2O[C@H](CN(C)S(=O)(=O)c2ccc(C)cc2)[C@H](C)CN([C@@H](C)CO)C3=O)cc1 | 5 | 2 | 4 | 2 | -6 | -2 | -12 | 10
Cc1nonc1OCCNCCNc1ccc([N+](=O)[O-])cc1Cl | . | -5 | . | -9 | . | 2 | -8 | -6
COc1ccc(NC(=O)CSc2nc3[nH]ncc3c(=O)[nH]2)c(OC)c1 | . | . | . | -6 | . | -5 | 13 | 1
O=C1c2cc(Br)ccc2OC2C=CC=CC12 (stereo not drawn) | 1 | -1 | -1 | -49 | -1 | -45 | 7 | -10
O=C(NC(=S)NCCOCc1ccc(Cl)cc1)c1cccnc1 | . | . | . | -3 | . | -5 | 8 | -7
[O-]c1n[n+](-c2ccc(Cl)cc2)cc2ccccc12 | . | . | . | -1 | . | 7 | 0 | 3
CCCn1nnc(NC(=O)/C=C/c2ccc(C(C)C)cc2)n1 | 0 | -8 | -3 | 10 | 2 | -13 | 23 | -6
COc1ccc(CCNC(=O)c2cnc(C)cn2)cc1 | -3 | . | -6 | -3 | 3 | -3 | 31 | -4
CO[C@@H]1CN(C)C(=O)c2ccc(NC(=O)Nc3ccc(F)cc3)cc2OC[C@@H](C)N(C(=O)c2cnccn2)C[C@H]1C | -1 | -2 | 4 | 3 | 40 | 10 | -11 | -9
CCNC(=O)CC1C(=O)N(c2ccc(F)cc2)C(=O)N1CCC(C)C (stereo not drawn) | 5 | 0 | 39 | . | 2 | -15 | 2 | -1
COc1ccccc1OCCCN1C(=O)C(=O)c2cccc(C)c21 | 5 | -1 | 8 | 8 | -1 | -9 | 14 | 2
Cc1ccccc1-c1ccc([C@@H]2[C@@H](CO)N3CCCCN(S(=O)(=O)c4cn(C)cn4)C[C@H]23)cc1 | -7 | -1 | . | 2 | 1 | 6 | -15 | .
COCC(=O)N(C)C[C@H]1Oc2cc(-c3ccc(C#N)cc3)ccc2S(=O)(=O)N([C@H](C)CO)C[C@@H]1C | . | -2 | 10 | -19 | . | -23 | 1 | .
Cc1ccc(-c2cc(C(=O)Nc3ccccn3)c3ccccc3n2)o1 | . | 3 | . | 4 | . | 28 | 12 | -7
O=C(O)CCC(=O)Nc1ccc(C(=O)OCC(=O)c2ccc(Cl)cc2)cc1 | -1 | 2 | -4 | 1 | -17 | -44 | -7 | -3
COc1ccc(CCNCC(O)COc2ccc(OC)cc2C(C)(C)C)cc1 (stereo not drawn) | 2 | -12 | . | 3 | 2 | -17 | -5 | 16
CCCNC(=O)N1C[C@@H](O)COC[C@@H]2O[C@H](CC(=O)NCc3ccncn3)CC[C@H]21 | 2 | -8 | 4 | -6 | 5 | -5 | 9 | -11
CCCCNC(=O)c1ccc2nc(CC)c(N(CC)CCOC)n2c1 | 2 | 1 | 2 | 15 | 0 | 8 | 18 | .
COc1ccc(OC)c(NC(=O)c2cccc(Cn3cc(Br)c([N+](=O)[O-])n3)c2)c1 | 2 | -23 | 23 | 2 | 1 | 11 | 4 | -2
CC1(C)CC(=O)C2=C(C1)OC(N)=C(C#N)C21CCN(Cc2ccccc2)CC1 | 5 | 4 | 1 | -6 | 0 | . | 4 | 4
Cc1ccc(NC2CCCN(C(=O)c3ccccc3-c3ncc[nH]3)C2)cc1C (stereo not drawn) | 0 | 0 | -6 | -5 | 0 | 8 | -12 | 7
COc1ccc(CN2C(=O)C(CC(C)C)Nc3ncnc(N4CCCCC4)c32)cc1 (stereo not drawn) | 1 | -10 | 15 | 1 | 1 | 3 | -17 | -1
Cc1ccc(S(=O)(=O)NCC[C@H]2CC[C@H](NS(=O)(=O)c3ccccc3Cl)[C@@H](CO)O2)cc1 | -3 | 1 | 3 | 6 | -4 | 8 | 1 | 8
COc1cccc(OCc2cc(C(=O)N3CCC(C(O)C(C)C)CC3)no2)c1 (stereo not drawn) | 2 | -5 | -7 | -12 | -1 | -6 | 1 | -1
Cc1ccc2[nH]c(-c3ccccc3)cc(=O)c2c1 | 5 | -2 | -73 | -20 | -3 | . | . | -6
Cc1nc(N2CCOCC2)[nH]c(=O)c1CCC(C)C | -6 | 1 | -31 | . | -2 | . | . | -1
CC1O[C@@H](O[C@H](C)CC[C@@H](C)O)C(O)C[C@H]1O (stereo partly drawn) | 2 | . | 0 | -7 | 1 | . | . | -13
C=CCOC(=O)CCP(=O)(CCC(=O)OCC=C)c1ccccc1 | -1 | -7 | . | . | 4 | . | . | 2
Cc1ccc(S(=O)(=O)N(C)C[C@H]2OCCCC[C@@H](C)Oc3ccc(NC(=O)Nc4ccccc4)cc3C(=O)N([C@@H](C)CO)C[C@@H]2C)cc1 | -4 | 12 | . | . | 0 | -29 | -10 | -4
COc1ccc(-n2c(SCCC#N)nnc2-c2cc(Cl)ccc2OC)cc1Cl | 4 | 8 | -73 | . | -1 | . | . | 0
CCNc1c(NS(=O)(=O)c2ccc(OC)cc2)c(=O)oc2ccccc12 | 1 | -25 | 28 | -12 | -2 | -18 | 2 | -6
COc1ccc(OC)c2sc(NC(=O)c3ccc(Br)s3)nc12 | 5 | 7 | -10 | -10 | 0 | 20 | . | -7
COC(=O)[C@]1(Cc2ccccc2)N[C@H](CN(C)S(=O)(=O)c2ccc(C(F)(F)F)cc2)[C@@H]2C(=O)N(Cc3ccccc3)C(=O)[C@@H]21 | -4 | 3 | -14 | 28 | 2 | 0 | 21 | -2
COc1ccc(NC(=O)Nc2ccc3c(c2)C(=O)N([C@H](C)CO)C[C@@H](C)[C@@H](CN(C)CC2CCCCC2)O3)cc1 | 4 | 9 | 8 | -3 | -6 | 13 | 17 | 2
COc1ccc(NC(=O)Nc2ccc3c(c2)C(=O)N([C@H](C)CO)C[C@@H](C)[C@H](CN(C)C(=O)Nc2ccc(F)cc2)OCCCC[C@@H](C)O3)cc1 | -1 | -8 | 7 | 9 | -4 | 5 | -17 | 7
COc1cccc(NC(=O)N(C)C[C@H]2Oc3ncc(C#Cc4ccc(F)cc4)cc3C(=O)N([C@H](C)CO)C[C@H]2C)c1 | 6 | -13 | 32 | . | 5 | 5 | -1 | -1
COc1cc(CN2CCC(CCC(=O)NC3CC3)CC2)cc(Cl)c1OC | 2 | 4 | 3 | 9 | 1 | 18 | 1 | 4

Part of the list above, in markdown:
| smiles | PglD DTNB | PGC1a acetyl inh | C2C12 statin | PAX8 inh HTS | Cneo AK release | LGR2 antag | INS-1E GSIS act | ARNT TACC3 PPI |
| --- | --- | --- | --- | --- | --- | --- | --- | --- |
| CCNc1c(NS(=O)(=O)c2ccc(OC)cc2)c(=O)oc2ccccc12 | 1 | -25 | 28 | -12 | -2 | -18 | 2 | -6 |
| COC(=O)[C@]1(Cc2ccccc2)N[C@H](CN(C)S(=O)(=O)c2ccc(C(F)(F)F)cc2)[C@@H]2C(=O)N(Cc3ccccc3)C(=O)[C@@H]21 | -4 | 3 | -14 | 28 | 2 | 0 | 21 | -2 |
| Cc1nc(N2CCOCC2)[nH]c(=O)c1CCC(C)C | -6 | 1 | -31 | . | -2 | . | . | -1 |
| CCCCNC(=O)c1ccc2nc(CC)c(N(CC)CCOC)n2c1 | 2 | 1 | 2 | 15 | 0 | 8 | 18 | . |

Continued:
SMILES | PglD DTNB | PGC1a acetyl inh | C2C12 statin | PAX8 inh HTS | Cneo AK release | LGR2 antag | INS-1E GSIS act | ARNT TACC3 PPI
COc1ccc(N(CC(=O)NCCSCc2ccc(C)cc2)S(=O)(=O)c2ccccc2)cc1 | 1 | . | 9 | -6 | -1 | 14 | -40 | -5
CC(C)(C)n1nnnc1C(c1ccccc1F)N(Cc1ccco1)CC1CCCO1 (stereo not drawn) | -2 | -43 | -10 | . | 1 | 2 | -38 | -1
COc1ccc(S(=O)(=O)N2CCCC2CNC(=O)C(=O)NCc2ccc3c(c2)OCO3)cc1 (stereo not drawn) | 0 | . | 15 | . | -3 | 9 | -4 | 6
COC(=O)c1ccc(CNC(=O)c2c3c(nc4ccccc24)CCN(Cc2ccccc2)C3)cc1 | 1 | 2 | . | -23 | 2 | 24 | -3 | -8
Cc1cc(C(=O)N2CCC2(C)C(=O)NS(=O)(=O)c2ccc(Cl)cc2)nn1C (stereo not drawn) | -4 | 9 | 4 | 0 | -1 | 1 | -1 | .
